KCC2 mod – modulators of human KCC2 chloride dependent transport; KCC2 cells, thallium flux FluoZin-2 fluorescence; B-score of Tl+ flux slope (higher = more flux/activation; lower = inhibition) at 10 µM; 190,000 compounds, 2.2% hits; AID 1456;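 active means thallium flux slope and its plate-corrected score both differing from the plate sample mean at a set confidence after two filtering rounds, in either direction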;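 further: slope of fluorescence scaled to starting intensity during 10 to 20 s after thallium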
zfTRPN1 agonist – activates the zebrafish TRPN1 channel | AID 1424 | 220,000 compounds, 0.18% hits | HEK293 zebrafish TRPN1-YFP, Fluo-8 calcium fluorescence; 100% = response to 87 µM carbachol | activation, % at 3 µM;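 active means activation above its plate's cutoff, the mean activation of test wells on that plate plus 3 SD, cut at about 19% in these data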;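 further: 0% = DMSO alone and 100% = 87 µM carbachol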
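Material – zebrafish TRPN1-YFP in HEK293 cells · Doses – 3 µM single point · Schedule – dye 1 h 37 °C plus 30 min RT · Signal – Fluo-8 calcium fluorescence, excitation 470-495 nm, emission 515-575 nm · Read-out – % activation versus carbachol response · Control set – carbachol high, DMSO low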
Tb hexokinase – T. brucei hexokinase 1 inhibition; recombinant TbHK1, G6PDH-coupled NADH A340; inhibition, % at 10 µM; 220,000 compounds, 0.11% hits;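 active means inhibition of 50% or more in the single-dose primary screen; inactive means inhibition below 50%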
TRPML3 agonist – human mucolipin-3 channel agonism. Q8TDD5. 220,000 compounds, 0.29% hits. activation, % at 3 µM. HEK293 TRPML3-YFP, Fluo-8 calcium fluorescence; 100% = the carbachol control signal;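 active means activation above its plate's cutoff, the mean activation of the plate's test wells plus 3 SD, cut at about 12% in these data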;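 further: 0% = DMSO only wells and 100% = carbachol wells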
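system = HEK293 cells stably carrying human TRPML3-YFP | doses = one concentration, 3 µM nominal, 0.3% DMSO | timing = dye loading 1 h 37 °C then 30 min ambient, 125 s read | detection = Fluo-8 calcium dye fluorescence, ex 470-495, em 515-575 nm | benchmarks = high control carbachol 87 µM, low control DMSO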
Calpain2 inh – blocks pig calpain II enzyme activity | purified calpain II, fluorogenic peptide substrate, 30 min | inhibition, % at 16 µM | 220,000 compounds, 0.37% hits;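 active means inhibition above about 50%, limit read from the data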
PPC-1+TRAIL kill – PPC-1 cancer cell killing with TRAIL present; PPC-1 cells + TRAIL, ATPLite viability luminescence; cell killing (% activity), % at 4 µM; 220,000 compounds, 0.41% hits; AID 1443;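 active means cell killing above 50% in the first pass at 4 µM, then a duplicate retest at 5 µM averaging 50% or more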;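 further: plate controls were cells with TRAIL plus DMSO for no effect and medium-only wells lacking cells for full effect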
Thrombin inh – inhibitors of human thrombin | alpha-thrombin, Boc-VPR-AMC fluorogenic substrate cleavage | inhibition, % at 5 µM | 220,000 compounds, 0.26% hits;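 active means inhibition at or above 40%; inactive means inhibition below 40%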;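 further: 0% = enzyme with no compound and 100% = wells without enzyme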
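signal = AMC fluorescence, 355/460 nm | material = human alpha-thrombin enzyme | control set = enzyme without compound as high, wells lacking enzyme as low | times = reaction at room temperature | read-out basis = percent inhibition scaled between no-compound controls and no-enzyme blanks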
Furin inhibitor – blocks human furin protease activity; inhibition, % at 30 µM; 220,000 compounds, 0.061% hits; AID 463115; purified furin, fluorogenic substrate cleavage; in the data active means inhibition above about 25%; further: inactives centre near -15
Target sequence (P09958 108-714 limits assumed): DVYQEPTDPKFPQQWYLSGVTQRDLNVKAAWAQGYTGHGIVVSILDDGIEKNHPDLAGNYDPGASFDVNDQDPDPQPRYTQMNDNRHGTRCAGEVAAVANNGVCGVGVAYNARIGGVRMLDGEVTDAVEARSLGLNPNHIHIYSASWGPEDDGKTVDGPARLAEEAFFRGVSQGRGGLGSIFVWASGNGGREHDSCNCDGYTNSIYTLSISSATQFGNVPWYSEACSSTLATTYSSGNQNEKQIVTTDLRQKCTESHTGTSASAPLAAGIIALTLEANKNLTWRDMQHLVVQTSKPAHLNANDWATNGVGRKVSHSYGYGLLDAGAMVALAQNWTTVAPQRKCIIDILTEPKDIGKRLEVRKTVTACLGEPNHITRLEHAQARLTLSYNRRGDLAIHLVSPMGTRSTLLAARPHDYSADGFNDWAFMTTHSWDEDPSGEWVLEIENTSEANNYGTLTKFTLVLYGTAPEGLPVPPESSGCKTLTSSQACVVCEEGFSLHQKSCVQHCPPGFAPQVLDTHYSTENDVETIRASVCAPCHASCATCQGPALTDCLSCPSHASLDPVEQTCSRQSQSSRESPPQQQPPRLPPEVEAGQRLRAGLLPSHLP
EBV gp42 block – inhibitors of Epstein-Barr virus glycoprotein 42; Fluorescence polarization binding assay, mP read-out; 220,000 compounds, 0.42% hits; inhibition, % (tested at 21.74 µM); Q1HVG2; in the data active means inhibition above about 50%
Target sequence (Q1HVG2 whole entry, looked up): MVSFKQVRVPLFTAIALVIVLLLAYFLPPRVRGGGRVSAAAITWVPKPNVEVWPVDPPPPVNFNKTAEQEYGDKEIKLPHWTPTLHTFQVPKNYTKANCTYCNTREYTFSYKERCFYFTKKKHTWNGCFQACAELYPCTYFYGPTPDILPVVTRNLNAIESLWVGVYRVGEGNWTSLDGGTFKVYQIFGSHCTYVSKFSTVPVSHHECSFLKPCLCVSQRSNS
* marks the source's active call; other numbers are inactive results; nt = not tested or not shown; [ ] = another dose, or the depositor's remark.

SMILES	KCC2 mod	zfTRPN1 agonist	Tb hexokinase	TRPML3 agonist	Calpain2 inh	PPC-1+TRAIL kill	Thrombin inh	Furin inhibitor	EBV gp42 block
Cc1cccc(NC(=S)Nc2ccc(Cl)c(Cl)c2)c1	-0.0114	0.6	2.1	0.0	33.5	-3.0	0.1	-14.8	-1.5
Clc1ccccc1CSc1nnc(-c2ccncc2)o1	nt	-1.3	-3.7	-0.8	13.8	0.7	4.0	-11.5[20 µM]	-4.8
COc1ccccc1NC=C1C(=O)OC2(CCCCC2)OC1=O	-0.345	-0.1	-22.6	6.5	-5.4	1.0	-8.5	-23.7	-12.1
CC(C)(C)C1CCC(=NNC(=O)C(=O)NCc2ccco2)CC1 (stereo not drawn)	0.544	-0.5	8.3	0.0	12.6	23.1	-5.9	-17.7	-16.8
Cc1cc(C)nc(SCC(=O)NNC(=O)c2ccccc2C)n1	-0.274	1.3	6.4	0.3	12.5	24.5	1.9	-8.1	-3.5
COc1ccccc1-c1cc(C(F)(F)F)nc(S(C)(=O)=O)n1	0.737	1.8	-19.1	-0.5	-206.5	-22.9	-7.2	0.1[20 µM]	-8.6
O=C(COC(=O)c1ccccn1)NCc1ccccc1Cl	-0.495	-1.3	-1.7	-0.4	1.3	31.9	-5.1	-25.2	-11.2
N#CCC(=O)NC(=O)NCC1CC1	0.347	0.5	-4.0	-0.1	-9.2	3.5	3.9	-13.3	-5.3
CCCNC(=S)Nc1ccc(Cl)cc1Cl	0.245	1.1	26.6	1.6	8.8	15.4	2.8	-25.6	-11.9
O=C(Nc1nnc(C(F)(F)F)s1)c1c(F)cccc1F	-0.332	2.3	-7.7	1.4	3.8	10.6	1.7	-14.5	-14.8
O=C1c2ccccc2C(=O)N1CN(C(=O)COc1ccccc1)c1ccc(F)cc1	0.134	0.7	-4.9	0.2	29.7	-5.2	-12.3	-11.9	0.3
Cc1ccc(-c2nnc(N(C)C(=O)c3cccnc3)s2)cc1	-0.107	1.4	-1.2	0.1	20.4	19.8	-1.1	-10.6[20 µM]	-18.4
CCn1c(SCC(=O)Nc2sc(C)c(C)c2C#N)nnc1C(C)C	nt	-0.7	-14.7	0.0	-11.0	8.9	-2.8	-16.2	-7.2
COc1ccc2c(C)cc(SCC#N)nc2c1	-0.0743	-0.7	-15.9	-0.1	0.1	13.2	-3.9	-19.2	-34.8
O=c1[nH]nc(Cc2ccc(-c3cccc(Cl)c3)o2)c2ccccc12	nt	0.0	2.5	-0.3	-35.2	3.8	0.8	-3.4[20 µM]	-30.4

13 entries from above, bar-delimited:
mol | KCC2 mod | zfTRPN1 agonist | Tb hexokinase | TRPML3 agonist | Calpain2 inh | PPC-1+TRAIL kill | Thrombin inh | Furin inhibitor | EBV gp42 block
Cc1cccc(NC(=S)Nc2ccc(Cl)c(Cl)c2)c1 | -0.0114 | 0.6 | 2.1 | 0.0 | 33.5 | -3.0 | 0.1 | -14.8 | -1.5
Clc1ccccc1CSc1nnc(-c2ccncc2)o1 | nt | -1.3 | -3.7 | -0.8 | 13.8 | 0.7 | 4.0 | -11.5[20 µM] | -4.8
COc1ccccc1NC=C1C(=O)OC2(CCCCC2)OC1=O | -0.345 | -0.1 | -22.6 | 6.5 | -5.4 | 1.0 | -8.5 | -23.7 | -12.1
CC(C)(C)C1CCC(=NNC(=O)C(=O)NCc2ccco2)CC1 (stereo not drawn) | 0.544 | -0.5 | 8.3 | 0.0 | 12.6 | 23.1 | -5.9 | -17.7 | -16.8
Cc1cc(C)nc(SCC(=O)NNC(=O)c2ccccc2C)n1 | -0.274 | 1.3 | 6.4 | 0.3 | 12.5 | 24.5 | 1.9 | -8.1 | -3.5
COc1ccccc1-c1cc(C(F)(F)F)nc(S(C)(=O)=O)n1 | 0.737 | 1.8 | -19.1 | -0.5 | -206.5 | -22.9 | -7.2 | 0.1[20 µM] | -8.6
O=C(COC(=O)c1ccccn1)NCc1ccccc1Cl | -0.495 | -1.3 | -1.7 | -0.4 | 1.3 | 31.9 | -5.1 | -25.2 | -11.2
N#CCC(=O)NC(=O)NCC1CC1 | 0.347 | 0.5 | -4.0 | -0.1 | -9.2 | 3.5 | 3.9 | -13.3 | -5.3
CCCNC(=S)Nc1ccc(Cl)cc1Cl | 0.245 | 1.1 | 26.6 | 1.6 | 8.8 | 15.4 | 2.8 | -25.6 | -11.9
O=C(Nc1nnc(C(F)(F)F)s1)c1c(F)cccc1F | -0.332 | 2.3 | -7.7 | 1.4 | 3.8 | 10.6 | 1.7 | -14.5 | -14.8
O=C1c2ccccc2C(=O)N1CN(C(=O)COc1ccccc1)c1ccc(F)cc1 | 0.134 | 0.7 | -4.9 | 0.2 | 29.7 | -5.2 | -12.3 | -11.9 | 0.3
Cc1ccc(-c2nnc(N(C)C(=O)c3cccnc3)s2)cc1 | -0.107 | 1.4 | -1.2 | 0.1 | 20.4 | 19.8 | -1.1 | -10.6[20 µM] | -18.4
CCn1c(SCC(=O)Nc2sc(C)c(C)c2C#N)nnc1C(C)C | nt | -0.7 | -14.7 | 0.0 | -11.0 | 8.9 | -2.8 | -16.2 | -7.2

Remaining list, next part:
SMILES	KCC2 mod	zfTRPN1 agonist	Tb hexokinase	TRPML3 agonist	Calpain2 inh	PPC-1+TRAIL kill	Thrombin inh	Furin inhibitor	EBV gp42 block
Cc1cc(C)c(S(C)(=O)=O)c(Oc2ccccc2C)n1	0.466	-1.2	-4.4	-0.3	24.4	16.2	-4.3	-19.4[20 µM]	-1.8
CSc1ccc(C(=O)C2CCCN(S(=O)(=O)c3c(C)noc3C)C2)cc1 (stereo not drawn)	-0.211	-1.0	2.1	0.6	-23.0	8.6	-14.6	-20.7	1.9
O=C(CN1CCCCCC1)Nc1ccc(F)c(F)c1F	-1.36	-1.3	-5.2	0.8	-28.5	-9.9	0.6	-18.9	-11.6
C=CCSc1nnc(NC(=O)c2nc(SCC)ncc2Cl)s1	nt	0.4	-11.8	0.5	-23.6	-19.2	-1.3	-4.9[20 µM]	-3.2
Fc1ccc(CNn2cnnc2SCc2ccc(F)cc2)cc1	-1.01	0.0	0.3	-0.2	-7.6	-4.7	3.6	-13.2[20 µM]	-15.6
N#C/C(=N\Nc1ccccc1Cl)C(=O)c1ccccc1	-4.36*	7.3	-3.4	7.3	17.5	11.8	-1.2	-13.8[20 µM]	-4.2
O=C(O)c1cc(-c2cccnc2)nc2ccc(Br)cc12	0.372	1.4	-17.0	0.7	-19.5	-0.2	-9.5	-23.5	-21.5
O=C(NCCc1ccccc1)C1CCN(C(=O)c2ccc([N+](=O)[O-])cc2)CC1	0.193	1.2	-1.8	0.5	7.3	18.3	-0.6	-20.4	-6.3
CC(C)C(=O)Nc1nnc(SCC(=O)NCc2cccs2)s1	-0.029	-0.4	-0.3	0.2	-4.7	23.3	-1.4	-7.8	-12.3
O=C(c1ccccc1)N1CC(COc2ccccc2)OC(c2cccnc2)O1 (stereo not drawn)	nt	1.7	1.8	1.1	3.7	10.1	-11.5	-20.1	-15.1
CCOC(=O)/C(C#N)=C\c1ccc(N2CCN(C)CC2)cc1	0.532	0.6	-19.5	-0.4	-2.7	15.0	1.0	0.8[20 µM]	-26.9
CN(c1cccnc1)c1ncnc2[nH]ncc12	-0.0166	0.5	-5.9	0.8	-18.9	-0.3	-0.8	-13.7	-2.1
CCC(=O)N1N=C(c2ccc(NS(C)(=O)=O)cc2)CC1c1ccc(N(C)C)cc1 (stereo not drawn)	-1.53	-0.1	-22.9	0.2	-12.1	3.6	0.0	-14.1	-4.2
O=C(Nc1ccccc1)C1=C[C@H](c2csc3ccccc23)C[C@H](OCc2ccc(CO)cc2)O1	0.158	1.3	-11.6	0.5	-15.9	13.4	-0.4	-32.0	-19.1
CC(C)(C)c1ccc(C(=O)NC(=S)Nc2nc3c(s2)CCCC3)cc1	12.4*	0.7	16.6	1.0	-3.1	4.1	-13.0	-15.3	-17.2

Compound activity (PubChem BioAssay)
